NPSR antag – blocks cAMP signaling of the human neuropeptide S receptor. Q6W5P4. CHO-NPSR cells, cAMP TR-FRET, antagonist mode. 220,000 tested, 1% active. Potency, µM (titrated, usually from 38.3 µM), inactives show top-dose activity change, negative = inhibition, usual class: inhibitors; further: potency means the concentration at half of the fitted maximal effect; on the % scale 0 is the no-effect control and ±100 the full control effect; nearly all actives have a fitted effect of over 50% in size; many of its hits are not listed in these tables
Target sequence (Q6W5P4 whole entry, looked up): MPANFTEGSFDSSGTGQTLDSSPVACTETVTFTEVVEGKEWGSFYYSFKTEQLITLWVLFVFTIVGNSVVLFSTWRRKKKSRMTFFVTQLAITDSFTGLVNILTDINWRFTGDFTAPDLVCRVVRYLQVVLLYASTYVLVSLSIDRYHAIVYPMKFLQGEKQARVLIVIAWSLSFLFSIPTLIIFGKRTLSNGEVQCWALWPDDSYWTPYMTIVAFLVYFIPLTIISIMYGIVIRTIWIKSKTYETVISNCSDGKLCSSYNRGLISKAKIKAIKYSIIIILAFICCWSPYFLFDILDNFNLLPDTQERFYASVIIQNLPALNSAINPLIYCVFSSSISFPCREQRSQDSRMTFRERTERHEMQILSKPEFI
Epigenetic derep – epigenetic control regulation, reporter derepression. Potency, µM (series often up to 53.9 µM), inactives show top-dose GFP activation, actives largely listed as activators. AID 1865. 280,000 tested, 0.2% active. murine LDR cells, GFP reporter derepression, 30 h; further: potency means the concentration at half of the fitted maximal effect; % of control where 0% means no effect; nearly all actives have a fitted effect of over 60% in size
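Readout is the number of GFP-expressing murine LDR cells, counted by cytometry following washing. Cells were treated with compound for 30 h at 37 C; the stably integrated CMV-GFP locus is normally silent.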
CBFb RUNX1 block – inhibitors of human CBF-beta and RUNX1 interaction; Q01196+Q13951; AlphaScreen CBFb-His/RUNX1-biotin binding, biochemical; Potency, µM (highest dose often 59.8 µM), for the others: at the top dose activity, negative = inhibition, usual class: inhibitors; 230,000 tested, under 10 active; further: % of control where 0% means no effect
Target sequence (Q01196 whole entry, looked up): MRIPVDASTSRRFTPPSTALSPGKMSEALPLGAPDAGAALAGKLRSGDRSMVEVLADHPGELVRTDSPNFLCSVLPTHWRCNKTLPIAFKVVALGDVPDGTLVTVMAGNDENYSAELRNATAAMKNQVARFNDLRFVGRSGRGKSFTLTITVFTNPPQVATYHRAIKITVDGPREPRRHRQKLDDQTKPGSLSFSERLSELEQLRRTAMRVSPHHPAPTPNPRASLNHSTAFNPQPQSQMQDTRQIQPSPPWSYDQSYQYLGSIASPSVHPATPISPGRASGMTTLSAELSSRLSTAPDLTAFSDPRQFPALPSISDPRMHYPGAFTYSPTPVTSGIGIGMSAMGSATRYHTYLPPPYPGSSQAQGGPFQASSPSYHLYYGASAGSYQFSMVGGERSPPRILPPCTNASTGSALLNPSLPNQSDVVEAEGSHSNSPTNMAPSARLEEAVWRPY
Target sequence (Q13951 whole entry, looked up): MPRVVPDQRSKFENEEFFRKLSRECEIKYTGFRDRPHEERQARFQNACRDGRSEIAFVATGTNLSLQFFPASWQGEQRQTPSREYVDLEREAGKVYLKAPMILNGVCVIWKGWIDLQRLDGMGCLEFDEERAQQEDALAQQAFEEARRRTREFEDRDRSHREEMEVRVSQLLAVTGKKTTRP
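Bead-based AlphaScreen assay; binding partners His-tagged CBF-beta and biotinylated RUNX1 at 30 nM each. Compound exposure 15 min after a 20-min protein preincubation; bead step 90 min; all steps at room temperature.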
HTT aggregate – inhibitors of mutant huntingtin aggregate formation in PC12 cells; Potency, µM (highest dose often 46.1 µM), for inactives: at the highest dose activity change, negative = inhibition, hits mostly inhibitors; PC12 HttQ103-GFP aggregates, Acumen cytometry, 40 h; 220,000 tested, 1.1% active; AID 1688; further: potency means the concentration at half of the fitted maximal effect; on the % scale 0 is the no-effect control and ±100 the full control effect; nearly all actives have a fitted effect of over 60% in size
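Ecdysone-promoter PC12 model expressing HTT exon 1 Q103 fused to GFP, induced by tebufenozide at 100 nM final. Compounds titrated; aggregates sized 1–25 µm scored on a 488 nm laser cytometer.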
Lamin A splicing – modulators of lamin A splicing. HeLa LMNA splicing GFP/RFP minigene ratio, 48 h. Potency, µM (series often up to 46.1 µM), for the others: top-dose ratio change, negative = inhibition, hits mostly inhibitors. 200,000 tested, 0.01% active. AID 1487; active means well fitted inhibition curve with a large enough effect in the signal ratio, with a control signal flat, not every such curve was filed as active; inconclusive means small, poorly fitted or top-dose-only effect, or effect the other way, or a change in a side signal; the % refers to the signal ratio; further: potency means the concentration at half of the fitted maximal effect; on the % scale 0 is the no-effect control and ±100 the full control effect
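S3 HeLa cells stably expressing lamin A-EGFP splicing minigene plus DsRed2, 600 cells/well, 48 h compound exposure at 37C. Laser-scanning cytometry; analysed as GFP (500-530 nm)/RFP (575-640 nm) total intensity ratio; 0.5% DMSO vehicle.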
IMPase Li cell – IMPase inhibition in cells with lithium potentiation; CHO-M1 cells, IP1 TR-FRET (IP-One), carbachol + lithium; Potency, µM (highest dose often 59.4 µM), for inactives: top-dose activity, negative = IMPase inhibition, actives largely listed as inhibitors; 210,000 tested, 0.35% active; AID 1457;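 further: IP1 builds up when IMPase is blocked and the TR-FRET signal falls; potency means the concentration at half of the fitted maximal effect; plate controls were basal vehicle for no effect and high inhibitor control for full effect; nearly all actives have a fitted effect of over 50% in size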
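CHO cells stably expressing M1 receptor (2000/well) were cultured 16–30 h, then exposed to compounds with a small lithium addition for 30 min at 37C. IP1 was measured by TR-FRET competition; AC50 from Hill fits.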
Luc counter – counter-screen: inhibitors of Kinase-Glo firefly luciferase; Potency, µM (highest dose often 38.3 µM), for inactives: at the top dose activity change, negative = inhibition, hits mostly inhibitors; Kinase-Glo luciferase, ATP luminescence, 8 min; 200,000 tested, 0.28% active; AID 1379; further: potency means the concentration at half of the fitted maximal effect; on the % scale 0 is the no-effect control and ±100 the full control effect; nearly all actives have a fitted effect of over 60% in size
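Recombinant Kinase-Glo luciferase, 10 uM ATP (linear range), luciferin; imidazole pH 7.2 / KCl / MgCl2 / Tween / BSA buffer; 8 min RT; luminescence.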
Starred values were filed as active, the others as inactive; ? = inconclusive; . = not tested or not shown; & = joins results of further samples; [ ] = remark or other dose. Unless noted, the call rests on the fitted dose curve; in most records, active means well fitted curve in the direction sought with a large enough effect; inconclusive means small, poorly fitted or top-dose-only effect, or another doubt; inactive means no such curve, though single readings can be large; an effect the other way counts as inactive or inconclusive. The list is partial, so the mix of outcomes need not match the whole.

Below each compound – Luc counter	CBFb RUNX1 block	IMPase Li cell	HTT aggregate	Lamin A splicing	Epigenetic derep	NPSR antag
#1 CC(C)CC(C(=O)N1CCc2ccccc2C1)N1C(=O)c2ccccc2C1=O (configuration not stated)
 : -2%	-6%	39%[activator][38.3 µM]	12%	-13%	1.6%	-28%[46.1 µM]
#2 CC(=O)N1[C@H](C)C=C[C@]1(Cc1ccccc1)C(=O)NCc1ccccn1
 : -6%	5%	-5%	.	.	-1.9%	.
#3 Cc1ccc(S(=O)(=O)NCc2ccco2)c(C)c1C
 : 15%	-1%	-5%[38.3 µM]	-17%	?	-0.9%	-15%[46.1 µM]
#4 COc1ccc(C(=O)N2C(=S)NC(=O)/C2=C\c2ccc(C)cc2)cc1
 : -3%	-12%	10%	-9%	-29%	0.0%	-16%
#5 COC(=O)c1cc(NC(=O)c2nn(C)c(=O)c3ccccc23)cc(C(=O)OC)c1
 : -3%	2%	17%	-2%	2%[46 µM]	1.3%	-26%
#6 CCN(CC)C(=O)Nc1ccccc1C
 : 2%	0%	-2%[38.3 µM]	-8%[9.22 µM]	4%	-4.5%	-4%[46.1 µM]
#7 O=C1CC2C(=O)NCCN2C(=NC(=O)c2ccc(Cl)cc2)N1 (configuration not stated)
 : 4%	7%	11%	11%	-1%[46 µM]	-2.1%	10%
#8 COc1ccc(-c2nc(SCC(=O)N3CCOCC3)n[nH]2)cc1
 : -3%	0%	0%	15%	-14%	-3.3%	5%[46.1 µM]
#9 CC(=O)Nc1ccc(CN2CCN(CC=C(C)C)C(CCO)C2)cc1 (configuration not stated)
 : -1%	5%	10%	13%[9.22 µM]	1%[46 µM]	0.0%	-12%
#10 Cc1cccc(C)c1C(OCCN(C)C)C1CCCCC1 (configuration not stated)
 : 2%	6%	16%	11%	8%	1.3%	-1%
#11 COc1cccc(Cn2cnc3c(NS(=O)(=O)c4ccc(Cl)cc4Cl)c(C)c(C)cc32)c1
 : 2%	-16%	8%[38.3 µM]	?	8%	-1.3%	-17%[46.1 µM]
#12 O=C(c1ccc(Br)s1)N1CCCC1
 : -3%	5%	11%[38.3 µM]	0%	-11%	1.0%	5%[46.1 µM]
#13 O=[N+]([O-])c1ccccc1OCCCCN1CCCCC1
 : -2%	-1%	11%[38.3 µM]	17%	-10%	-0.2%	-1%[46.1 µM]
#14 COc1ccc(CNC(=O)CSCc2ccccc2Cl)cc1
 : -1%	-10%	3%	-14%	2%	-1.9%	4%
#15 Cc1nn(Cc2ccccc2)c(C)c1C(=O)OCC(=O)c1cc(C)n(C2CC2)c1C
 : 2%	-23%	34%[activator][38.3 µM]	?	10%	-1.1%	?
#16 Cc1cccn2cc(-c3ccccc3)nc12
 : -22%	2%	-7%[38.3 µM]	2%	-6%	-1.0%	?
#17 S=C(c1ccc(N2CCOCC2)cc1)N1CCCCC1
 : 2%	-7%	15%	-14%	-12%	-0.8%	-5%[46.1 µM]
#18 COc1ccccc1C(c1nnnn1C(C)(C)C)N1CCCc2ccccc21 (configuration not stated)
 : -2%	2%	-6%[38.3 µM]	-16%	14%	12%	-11%[46.1 µM]
#19 CN1CCN(NC(=O)c2ccc(Cl)cc2Cl)CC1
 : -1%	-5%	-5%	4%	-6%	1.3%	-7%
#20 CC(=O)Oc1ccc2oc(=O)c3c(c2c1)CCCN3C(=O)CN1CCN(c2ncccn2)CC1
 : -1%	4%	-8%[38.3 µM]	15%	5%	-0.3%	?
#21 CC(/C=C/c1ccco1)=N/NC(=O)C1COc2ccccc2O1 (configuration not stated)
 : .	-4%	.	4%[9.22 µM]	.	?	12%
#22 NCCC[C@@H](CC(=O)N[C@@H]1CCCC[C@H]1C(=O)N[C@H](CC(=O)N[C@@H](CCC(=O)O)CC(=O)O)Cc1ccccc1)NC(=O)C[C@H](Cc1ccccc1)NC(=O)[C@@H]1CNCC[C@H]1N
 : 0%	3%	8%	.	.	-2.7%	.
#23 O=c1c2c(nc3cc(-c4ccccc4)[nH]n13)CCC2
 : ?	-7%	20%[38.3 µM]	21%	-2%	-0.2%	-7%[46.1 µM]
#24 O=C(Nc1ccc2oc(-c3ccccc3)nc2c1)c1cccnc1
 : -1%	4%	3%[38.3 µM]	-1%	-16%	6.0%	-6%[46.1 µM]
#25 O=c1[nH]c2ccc(Cl)cc2c(-c2ccccc2)c1SC(=S)N1CCCCC1
 : -1%	-25%	28%[38.3 µM]	?	6%	0.1%	-26%[46.1 µM]
#26 CCOC(=O)c1ccc(S(=O)(=O)NCCN2CCOCC2)cc1
 : 0%	-7%	2%	1%	13%[46 µM]	-1.4%	20%
#27 O=C1CC(C2CCCO2)C(=O)N1c1cccc(Cl)c1 (configuration not stated)
 : 1%	?	0%[38.3 µM]	7%	?	-1.9%	18%[46.1 µM]
#28 COc1cc(/C=N/NS(=O)(=O)c2ccc3ccccc3c2)ccc1OCCN1CCOCC1
 : -4%	-4%	5%	16%	?	-3.0%	10%
#29 Cc1cccc(-n2cnc3cc([N+](=O)[O-])ccc32)c1
 : -1%	-4%	1%	-11%	-6%	1.0%	-17%
#30 CCCCC[C@H](O)/C=C/C=C\C/C=C\CCCCC(=O)O
 : -1%	4%	-3%	.	.	-0.1%	.

Remaining list, next part
Below each compound – Luc counter	CBFb RUNX1 block	IMPase Li cell	HTT aggregate	Lamin A splicing	Epigenetic derep	NPSR antag
#31 O=C1CC(c2nc3ccccc3[nH]2)CN1c1ccccc1F (configuration not stated)
 : -1%	8%	12%[38.3 µM]	-10%	-4%	0.0%	-9%[46.1 µM]
#32 CC1=C(/C=C/C(C)=C/C=C/C(C)=C\CO)C(C)(C)CCC1
 : .	-5%	5%	.	.	0.0%	.
#33 COc1ccc(C)cc1NC(=O)CNC(=O)Cn1ccc2ccccc2c1=O
 : -4%	15%	-8%	-13%	?	7.0%	-18%[46.1 µM]
#34 CC(=O)NC1C(c2nc3ccccc3s2)=C(c2ccccc2)C(=O)N1c1ccc(C)cc1 (configuration not stated)
 : -3%	-11%	4%[38.3 µM]	10%	-2%	-7.6%	?
#35 Cc1ccc(OCC(=O)N2CCN(S(=O)(=O)c3ccccc3[N+](=O)[O-])CC2)cc1
 : 5%	-4%	3%	16%	-17%[46 µM]	-5.1%	-2%
#36 CCOC(=O)C1C(C(=O)Nc2cccc(C(F)(F)F)c2)C1C(=O)NC(C)C (configuration not stated)
 : 2%	-6%	-9%	-10%	0%[46 µM]	-0.3%	1%
#37 Cc1cccc(N2CCN(C(c3ccccc3)c3nnnn3CC3CCCO3)CC2)c1C (configuration not stated)
 : 0%	0%	16%[38.3 µM]	?	?	-1.1%	?
#38 CO/N=C/NC(=O)Cc1cn(-c2ncc(C(F)(F)F)cc2Cl)c2ccccc12
 : -2%	7%	1%[38.3 µM]	?	?	2.1%	-21%[46.1 µM]
#39 COc1cc(NC(=O)CCN2CCN(Cc3ccccc3)CC2)cc(OC)c1
 : -3%	-3%	-11%[38.3 µM]	6%	3%	-1.6%	-3%[46.1 µM]
#40 CC1CN(C(=O)Nc2cccc(Cl)c2)C2(CCCCCC2)O1 (configuration not stated)
 : 0%	8%	-3%	10%	.	1.1%	-8%
#41 CC(C)[C@H](NC(=O)NC1CCCC1)C(=O)O
 : 0%	9%	4%[38.3 µM]	-14%	-2%	-1.1%	-4%[46.1 µM]
#42 O=C(CSc1nncn1-c1ccccc1)Nc1ccc(N2CCOCC2)cc1
 : 5%	4%	-6%[38.3 µM]	4%	9%	0.0%	-15%[46.1 µM]
#43 COc1cccc(C2(O)CCN(CC(=O)NCC3CC3)CC2)c1
 : -1%	4%	-3%	-3%	11%[46 µM]	1.1%	20%
#44 C=C(C)Cn1cnc2c(oc3nc4c(cc32)CCCC4)c1=O
 : .	4%	.	7%[9.22 µM]	.	-0.3%	18%
#45 O=C(c1cccn2c(=O)c3ccc(Cl)cc3nc12)N1CCN(Cc2ccc3c(c2)OCO3)CC1
 : -1%	3%	-7%[38.3 µM]	22%	3%	-0.9%	-4%[46.1 µM]
#46 COC(=O)C(C#N)C(c1cccnc1)c1c(C)[nH][nH]c1=O (configuration not stated)
 : 3%	9%	15%[38.3 µM]	13%	-4%	-1.0%	0%[46.1 µM]
#47 O=C(CCc1ccc(S(=O)(=O)N2CCOCC2)cc1)N1CCc2ccccc2C1
 : -2%	14%	-10%	7%	.	2.3%	2%
#48 CC1Cc2nc(SCC(=O)NCCc3ccccc3)n(C)c(=O)c2S1 (configuration not stated)
 : 1%	0%	3%	-14%	4%	-1.0%	13%[46.1 µM]
#49 CC(C)C(=O)NC(c1ccccc1Cl)c1c(O)ccc2ccccc12 (configuration not stated)
 : .	2%	.	3%	3%	-1.0%	-26%[46.1 µM]
#50 FC(F)(F)c1ccc(CN2C[C@@H]3C(c4ccccc4)C4(c5cccnc5)CC3(C4)[C@H]2c2ccccc2)cc1 (some centres not stated)
 : -1%	-9%&5%	12%	13%[9.22 µM]	.	0.2%&5.7%	-51%
#51 O=C(CCN1C(=O)COc2ccccc21)NCCN1CCOCC1
 : -5%	8%	0%[38.3 µM]	9%	-3%	-1.3%	-9%[46.1 µM]
#52 O=C(O)Cc1sc(N/N=C\c2ccccc2)nc1-c1ccccc1
 : -4%	-2%	3%	-14%	?	-1.3%	-13%
#53 CN1CCN(C(=O)C2CCCCC2C(=O)O)CC1 (configuration not stated)
 : -1%	-3%	-6%[38.3 µM]	-20%	-1%	-2.9%	7%[46.1 µM]
#54 CCC(CC)NC(=O)c1cccc(NC(=O)C(C)C)c1
 : 2%	4%	-3%	5%	-6%	-1.9%	8%
#55 COc1ccc(OC)c(-c2cc(C(=O)Nc3c(C)nn(Cc4ccc(Cl)cc4)c3C)no2)c1
 : 1%	-2%	22%[38.3 µM]	-26%	2%	0.8%	?
#56 Oc1ccc(Br)cc1C=Nc1cccn2cc(-c3ccccc3)nc12
 : -25%	4%	15%	-10%	.	-2.7%	-54%
#57 O=C(CSc1n[nH]c(=O)n1Cc1ccco1)c1ccc(F)cc1
 : .	-1%	.	1%[9.22 µM]	.	0.0%	9%
#58 COc1ccc(NC(=O)N/C=C/c2ccco2)cc1
 : 0%	6%	-7%	?	.	-3.4%	8%
#59 COc1cc(N=CC2=C(O)c3ccccc3C2=O)cc(OC)c1
 : -5%	-2%	-9%	-2%	-7%	0.0%	-3%
